Source: PubChem
EphA4 KYL inhibition: inhibitors of EphA4 binding to KYL peptide, primary screen, biochemical, colorimetric, mouse EphA4 (AID 689) | EphA4-AP binding to KYL peptide, pNPP A405; higher % means a stronger effect | inhibition, % at 10 µM; hits with a dose series show IC50 in µM | 62,000 compounds, 0.1% hits; in the data active means a potency from the dose series; inactive means the rest, 99 in 100 with inhibition below about 22%
Starred values were filed as active, the others as inactive. The list is partial, so the mix of outcomes need not match the whole.

Start of the data: the first 6 compounds (preview)
EphA4 KYL inhibition | structure
-9% | O=c1c2c(-c3cccs3)csc2[nH]c(=S)n1-c1ccccc1
1% | Cc1[nH]c2ccccc2c1C(c1ccccn1)N1CCC(C(N)=O)CC1 (configuration not stated)
-16% | CSc1ccc(C2NC(=O)c3c(sc4c3CCN(C)C4)N2)cc1 (configuration not stated)
-5% | O=C(Cn1nc(-c2ccc(Cl)cc2)ccc1=O)N1CCN(c2ccccc2)CC1
-16% | CC(=O)Nc1ccc(C(=O)N/N=C/c2ccccc2OC(=O)c2ccc(Cl)cc2)cc1
4% | Cc1cc(C(F)(F)F)n(-c2nc(C(=O)N/N=C/c3ccc(F)cc3)cs2)n1

Main list, from the first entry:
EphA4 KYL inhibition | structure
-9% | O=c1c2c(-c3cccs3)csc2[nH]c(=S)n1-c1ccccc1
1% | Cc1[nH]c2ccccc2c1C(c1ccccn1)N1CCC(C(N)=O)CC1 (configuration not stated)
-16% | CSc1ccc(C2NC(=O)c3c(sc4c3CCN(C)C4)N2)cc1 (configuration not stated)
-5% | O=C(Cn1nc(-c2ccc(Cl)cc2)ccc1=O)N1CCN(c2ccccc2)CC1
-16% | CC(=O)Nc1ccc(C(=O)N/N=C/c2ccccc2OC(=O)c2ccc(Cl)cc2)cc1
4% | Cc1cc(C(F)(F)F)n(-c2nc(C(=O)N/N=C/c3ccc(F)cc3)cs2)n1
6% | CCOc1ccc(C(=O)COc2ccc(NC(C)=O)cc2)cc1
-5% | Cc1sc2ncn(CC(=O)OCC(=O)NC(C)(C)C)c(=O)c2c1C
1% | CCOc1cc(Br)ccc1S(=O)(=O)NCc1ccccc1
-3% | O=C(O)c1ccccc1-c1ccccc1C(=O)NCCCO
6% | Cc1ccc(Oc2ccc(NC(=O)c3ccco3)cc2)cc1
-6% | Cn1nc(C(=O)NC2CCCCC2)c2ccccc2c1=O
7% | Cc1ccc(NC2=C(Cl)C(=O)N(c3ccc(Cl)cc3)C2=O)cc1C
-9% | Cn1cc(-c2nnnn2-c2ccccc2)c(=O)c2ccccc21
4% | O=C(CCCSc1nc2ccccc2s1)NCc1ccco1
5% | Cc1ccc(Cl)cc1N1CCN(C(=O)c2ccc(NS(=O)(=O)c3c(C)noc3C)cc2)CC1
-12% | Cc1ccc(S(=O)(=O)N2CCN(C3CCN(Cc4ccccc4)CC3)CC2)cc1
-5% | O=C(COc1ccc2c3c(c(=O)oc2c1)CCC3)c1ccc(F)cc1
-8% | CCc1ccc2[nH]c(=O)c(CN(CCCN3CCOCC3)C(=O)Nc3cccc(Cl)c3)cc2c1
-12% | Cc1ccc2cc(CN(C)C(=O)C3CCCO3)c(=O)[nH]c2c1 (configuration not stated)

Quoted at random: 3 entries already listed
EphA4 KYL inhibition | structure
-12% | Cc1ccc(S(=O)(=O)N2CCN(C3CCN(Cc4ccccc4)CC3)CC2)cc1
-3% | O=C(O)c1ccccc1-c1ccccc1C(=O)NCCCO
7% | Cc1ccc(NC2=C(Cl)C(=O)N(c3ccc(Cl)cc3)C2=O)cc1C

The listing continues:
EphA4 KYL inhibition | structure
-10% | CCn1nnc(NC(=O)CSc2ccc(Cl)cc2)n1
4% | Cc1cc(C)nc(SCC(=O)N2c3ccccc3Sc3ccc(C(F)(F)F)cc32)n1
0% | COc1ccc2oc(=O)c(C(=O)Nc3ccc(C(C)=O)cc3)cc2c1
-8% | O=C(Cn1c(NCCCO)nc2ccccc21)c1ccco1
1% | COc1cccc(OCCNC(=O)Cc2cccc3ccccc23)c1
-10% | COc1cccc(N2C(N)=NC(N)=NC2(C)C)c1
-10% | COc1ccc(N2CC(C(=O)NCc3ccccc3)CC2=O)cc1 (configuration not stated)
4% | CCOC(=O)N1CCN(C(=O)CCCn2nc(C)c3sc4ccccc4c3c2=O)CC1
2% | Cc1cc2oc(C(=O)Nc3cccnc3)c(C)c2cc1C
-15% | Cc1nn(CC(O)c2ccccc2)c(C)c1Br (configuration not stated)
3% | Cc1ccc(S(=O)(=O)N2CCC(C(=O)N[C@@H](C)C(=O)NCCc3ccccc3)CC2)cc1
10% | Cc1cc(C)cc(OCC(=O)Nc2ccc(N3CCN(S(C)(=O)=O)CC3)cc2)c1
-21% | CCOc1ccc(NS(=O)(=O)c2ccc(OC)c(C)c2)cc1
35% | c1ccc(-c2nc(-c3ccco3)cs2)nc1
-2% | O=c1[nH]ncc2c3ccccc3n(Cc3ccccc3F)c12
-3% | CCNc1nc(NC(C)C)nc(Oc2ccc(OCCOc3ccc(C)cc3)nn2)n1
5% | O=[N+]([O-])c1ccccc1/C=C/CN1CCCCC1
15% | COc1cccc(N2CCN(C(=O)C3CCCN(S(=O)(=O)c4cnc[nH]4)C3)CC2)c1 (configuration not stated)
-7% | CS(=O)(=O)N(CC(=O)N(Cc1ccccc1)Cc1ccccc1)c1ccc(Cl)cc1
0% | CCOC(=O)Nc1cc2c(C)cc(=O)oc2cc1C
5% | O=P(c1ccccc1)(c1ccccc1)C(c1ccco1)N1CCOCC1 (configuration not stated)
5% | Cc1ccc(-c2nnc(SCC(=O)Nc3ccc(S(=O)(=O)N4CCCCCC4)cc3)o2)cc1
-1% | Cc1ccc(Cn2c(Sc3nnc(C)s3)nc3c2c(=O)[nH]c(=O)n3C)cc1
-12% | CCOC(=O)C1=C(C)NC(C)=C(C(=O)OCC)C1C1=COCCO1
-6% | CCOC(=O)C1=C(C)Nc2ccccc2N=C1NC(=O)CCCN1C(=O)c2ccccc2C1=O
-10% | Cc1ccc(-n2[nH]c(=O)c3cccnc32)cc1
-16% | CC(C)(C)C(=O)Nc1nc(-c2ccc3c(c2)OCO3)cs1
-12% | COc1ccc(OC)c(NC(=O)c2ccc(-n3cccn3)nc2)c1
11% | C/C(=N\N=C1\NC(=O)C(CC(=O)Nc2ccccc2C)S1)c1ccc(F)cc1 (configuration not stated)
5% | CCOC(=O)C1CCN(C(=O)c2cc3c(-c4ccc(OC)c(OC)c4)nn(C)c3s2)CC1
4% | COc1cccc(NC(=O)CN(c2ccc(OC)c(Cl)c2)S(=O)(=O)c2ccccc2)c1
-6% | O=C(CCC(=O)OCC(F)(F)C(F)F)Nc1nc2ccccc2s1
-16% | Cc1cc(=O)[nH]c2c(C)c(N)ccc12
-16% | Cc1ccccc1OCCCN1CCCC1
-4% | O=C(CSc1nc2ccccc2c(=O)n1-c1ccccc1)c1cc(Cl)sc1Cl
-9% | CC(=O)NC1(C(F)(F)F)C(=O)Nc2c1c(=O)n(C)c(=O)n2C (configuration not stated)
-10% | CCC(=O)Nc1c2c(nn1-c1ccc(F)cc1)CS(=O)C2 (configuration not stated)
-3% | Cc1ccc(-c2nc3cnccn3c2Nc2ccc3c(c2)OCO3)cc1
-6% | CC(C)(NO)/C(=N\O)c1ccc(Cl)cc1
-4% | O=C(c1ccccc1)c1ccc(OCCn2cnc3ccccc3c2=O)cc1
-8% | CCn1c(N2CCN(C(=S)NCCc3ccccc3)CC2)nc2ccccc21
-2% | Cn1c(SCC(=O)NCCc2ccccc2)nnc1-c1ccncc1
-11% | Cc1ccc(C(=O)O)cc1N1C(=O)c2ccc(C(=O)c3cccc([N+](=O)[O-])c3)cc2C1=O
-11% | CCOC(=O)c1cnn(-c2cc(C)c3ccccc3n2)c1N
0% | CCN(Cc1ccccc1)C(c1ccccn1)c1nnnn1C(C)(C)CC (configuration not stated)
-14% | O=C(Nc1ccccc1)OCN1C(=O)c2ccccc2C1=O
9% | COc1ccccc1-c1cc(C(=O)Nc2ccc(F)cc2F)no1
-8% | C=CCn1c(O)c(CN2CCOCC2)c(C)c(C#N)c1=O
-14% | O=C(CNS(=O)(=O)c1ccc(Br)cc1)N1CCOCC1
-9% | COc1ccccc1N1CCN(C(=O)CSc2nnc(NC(=O)c3ccco3)s2)CC1

More entries:
EphA4 KYL inhibition | structure
0% | CCc1ccccc1NC(=O)Cn1nnc(-c2cccnc2)n1
-13% | CC(C)CN1C(=O)/C(=C/c2ccc(C(C)(C)C)cc2)SC1=S
9% | COc1ccc(-c2nc(NC(=O)Cn3ccc(C(F)(F)F)n3)sc2C)cc1
-3% | CCN(CC)C(=O)CSc1nnc([C@H](CCSC)NC(=O)OC(C)(C)C)o1
-15% | O=[N+]([O-])c1ccc(NCCNS(=O)(=O)c2ccccc2)c(Cl)c1
-2% | Cc1ccc(C(C)C)c(OCCCN2C(=O)NC(C)(C)C2=O)c1
-9% | CCOC(=O)C(=C/C(C)=C/c1ccco1)C(=O)OCC
-4% | CC(NC(=O)C(=O)NCCN1CCN(C(=O)c2ccc([N+](=O)[O-])cc2)CC1)c1ccccc1 (configuration not stated)
-7% | O=S(=O)(c1cccs1)N1CCN(Cc2ccccc2)CC1
0% | O=C(NNC(=O)c1ccccc1)C(=O)N1CCCCC1
-17% | Cc1noc(-c2ccccc2OC(=O)c2ccccc2)n1
-13% | COc1ccc(/C=C(/NC(=O)c2ccccc2)C(=O)N/N=C/c2cccs2)cc1OC
-3% | CC(C)CN1C(=O)/C(=C/c2cn(-c3ccccc3)nc2-c2cccs2)SC1=S
-15% | COc1ccc(C(=O)N/C(=C\c2cccc([N+](=O)[O-])c2)C(=O)NCC2CCCO2)cc1 (configuration not stated)
-9% | O=CN1CCN(C(=O)c2ccccc2F)CC1
-11% | O=C(Nc1ccccc1F)c1ccccc1
8% | Cc1ccc(N(CC(=O)NCC(C)NC(=O)CN(c2ccc(C)cc2)S(C)(=O)=O)S(C)(=O)=O)cc1 (configuration not stated)
-9% | COc1cc(C(=O)O)cc(OC)c1OCc1cc(C(=O)O)oc1C
0% | CCc1nc(SCC(=O)N2CCN(c3ccccc3)CC2)c2oc3ccccc3c2n1
-6% | NC(=O)NCc1cccc(Cl)c1
5% | CCOC(=O)c1ccc(Nc2ncnc3c2cnn3C)cc1
0% | COc1ccc(CCCc2nnc(SCC(=O)Nc3nc(C)cs3)n2C)cc1C
-6% | CSCCC(NS(=O)(=O)c1ccc(Cl)cc1)C(=O)OCC(=O)NC1CC1 (configuration not stated)
-14% | Cc1ccc(NC2=NC(c3ccco3)n3c(nc(C)cc3=O)N2)c(C)c1 (configuration not stated)
15% | COc1cccc(N=Cc2c(O)n(-c3cccc(C)n3)c(=O)c3ccccc23)c1
-6% | Cc1cc(NC(=O)c2c([N+](=O)[O-])c(C)nn2C)no1
-8% | O=C(c1ccco1)N1CCN(c2nnc(-c3ccccc3)c3ccccc23)CC1
-10% | CCCCOCCCNS(=O)(=O)Cc1ccccc1
2% | Cc1cc(C)n(Cc2ccc(F)cc2)c(=O)c1C#N
-7% | Cc1cc(C)n(CC(=O)c2ccccc2)c(=O)c1C#N
-4% | CC1CCCN(C(=O)CCCn2c(=S)[nH]c3ccccc3c2=O)C1 (configuration not stated)
-12% | COc1ccc(/C(C)=C2/SC(=S)N(CCC(=O)O)C2=O)cc1
14% | O=C(c1ccc(Br)cc1)c1cc([N+](=O)[O-])ccc1N1CCCCC1
-6% | CC(C)[C@H](N)c1nnc(SCc2ccc(Cl)cc2)o1
-13% | Cc1cccc(C)c1OCC(=O)NNC(=O)c1ccoc1C
-16% | O=S1(=O)CCN(Cc2ccc(Cl)c(Cl)c2)CC1
-10% | CC1(C)CC(=O)CC(C)(C)N1OC(=O)c1ccco1
-16% | C=CCn1c(Cc2ccc(OC)cc2)nnc1SCC(=O)NCCc1ccccc1
-8% | COc1ccc(CCn2c(=N)c(C(=O)NCc3ccco3)cc3c(=O)n4ccccc4nc32)cc1
-5% | Cc1cc(C)cc(N(CC(=O)NCC2CCCO2)S(=O)(=O)c2c(C)noc2C)c1 (configuration not stated)

Copied from the list.
EphA4 KYL inhibition result of COc1ccc(CCn2c(=N)c(C(=O)NCc3ccco3)cc3c(=O)n4ccccc4nc32)cc1 : -8%
EphA4 KYL inhibition result of Cc1cccc(C)c1OCC(=O)NNC(=O)c1ccoc1C : -13%

(next part)
EphA4 KYL inhibition | structure
-3% | Cn1c(CN2CCCC2)nc2cc(NC(=O)COc3ccccc3)ccc21
-16% | CCN(CC)C(=O)COc1ccc(S(=O)(=O)N2CCOCC2)cc1
-9% | CCOC(=O)c1c(NC(=O)CC)sc(C(C)=O)c1C
-6% | CC(=O)c1ccc(C(=O)Nc2ccc(N3CCOCC3)cc2)cc1
-11% | C=CCn1c(SCC(=O)NCCOC)nc2scc(-c3ccco3)c2c1=O
7% | O=C(CSc1n[nH]c(-c2cccs2)n1)N1CCN(S(=O)(=O)c2ccc3ccccc3c2)CC1
-36% | COc1ccc(N(C(=O)C(C)C)S(=O)(=O)c2cccs2)cc1
-15% | CC(C)(C)NC(=O)C1CN(S(=O)(=O)c2ccccc2)CCN1S(=O)(=O)c1ccccc1 (configuration not stated)
-16% | Cc1cc(NC(=O)C2CC(c3ccc(F)cc3)=NO2)no1 (configuration not stated)
-9% | O=C1C(c2ccncc2)N(CCC2=CCCCC2)C(=O)CN1C1CCCCC1 (configuration not stated)
-4% | Cc1cc(Cl)ccc1OCC(=O)Nc1ncn[nH]1
5% | Cc1nc2ccccc2n1CC(O)COc1cccc(Cl)c1 (configuration not stated)
3% | C=CCNC(=O)C(=O)Nc1ccccc1OC
-8% | COc1cc(/C=C2\C(=O)NN(c3ccccc3)C2=O)ccc1OCc1ccccc1F
-34% | O=C(Nc1ccc(Cn2nnc3ccccc32)cc1)c1ccco1
-4% | CC(C)C(NC(=O)c1ccco1)C(=O)NCC(c1ccco1)N(C)C (configuration not stated)
-9% | COc1ccc(N2CCN(C(=O)c3csc4ccccc34)CC2)cc1
0% | CCCCN(CC)C(=O)CSc1nc2ccccc2c(=O)n1CC1COc2ccccc2O1 (configuration not stated)
-2% | CCC(=O)NC(=S)Nc1ccc(S(=O)(=O)NC(C)=O)cc1
-2% | CCOC(=O)c1ccccc1NC(=O)CCNC(=O)Cn1cnc2ccccc2c1=O
-28% | Cc1cc(NCCN2CCOCC2)n2ncc(-c3ccccc3)c2n1
0% | Cc1cc(C)n(CC(O)Cn2c3ccc(Br)cc3c3cc(Br)ccc32)c(=O)n1 (configuration not stated)
20% | O=C(c1ccc(Cl)c(Cl)c1)c1cc(-c2ccccn2)c(N2CCOCC2)s1
-8% | Cc1ccc(Nc2nc(-c3sc(NC(=O)c4ccccc4)nc3C)cs2)cc1
